Compound activity deposited in PubChem by Sanford-Burnham Center for Chemical Genomics.
Scp-1 inhibitor – blocks human Scp-1 phosphatase activity; Q9GZU7; Recombinant Scp1, phosphopeptide, malachite green phosphate absorbance; inhibition, % at 20 µM; actives 0.88% (n = 340,000); AID 493091;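 active = inhibition above about 50% at 20 µM, limit read from the data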;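 note: plate controls were DMSO wells with enzyme for no effect and wells lacking enzyme for full effect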
Target sequence (Q9GZU7 76-261 limits assumed): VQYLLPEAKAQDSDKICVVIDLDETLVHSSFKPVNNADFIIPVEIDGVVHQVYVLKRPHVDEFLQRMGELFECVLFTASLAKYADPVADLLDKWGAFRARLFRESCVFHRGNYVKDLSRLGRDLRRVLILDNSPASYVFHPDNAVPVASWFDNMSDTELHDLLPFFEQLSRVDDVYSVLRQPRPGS
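Material: truncated SCP-1 phosphatase (76-261aa) / Buffer or medium: 50 mM Tris acetate pH 5.5, 0.005% Tween-20, 10 mM MgCl2 / Compound dosing: one concentration, 20 µM, with 1.0% DMSO / Incubation: 45 min room-temperature reaction, 5 min colour, 30 min stabiliser / Detection: colorimetric free-phosphate detection, absorbance 630 nm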
SKN-1 inh – inhibitors of C. elegans SKN-1; actives 0.49% (n = 360,000); inhibition, % at 21.8 µM; AID 624304; C. elegans VP596 Pgst-4::GFP/RFP ratio, acrylamide-induced, 24 h;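 active = interference check ratio from 0.5 to 1.5 plus GFP to RFP signal ratio inhibition reaching or exceeding a fixed threshold, cut at about 30% in these data, passing the limit was not always enough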; note: some compounds called inactive have numbers as strong as hits
STEP block – blocks human striatal-enriched tyrosine phosphatase; P54829; recombinant STEP, OMFP fluorogenic substrate, fluorescence; inhibition, % at 20 µM; actives 0.25% (n = 360,000);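 active = inhibition at 20 µM, scaled per plate between control wells, above about 37%, limit read from the data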;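 note: 0% = DMSO with enzyme and substrate and 100% = substrate only without enzyme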
Target sequence (P54829 whole entry, looked up): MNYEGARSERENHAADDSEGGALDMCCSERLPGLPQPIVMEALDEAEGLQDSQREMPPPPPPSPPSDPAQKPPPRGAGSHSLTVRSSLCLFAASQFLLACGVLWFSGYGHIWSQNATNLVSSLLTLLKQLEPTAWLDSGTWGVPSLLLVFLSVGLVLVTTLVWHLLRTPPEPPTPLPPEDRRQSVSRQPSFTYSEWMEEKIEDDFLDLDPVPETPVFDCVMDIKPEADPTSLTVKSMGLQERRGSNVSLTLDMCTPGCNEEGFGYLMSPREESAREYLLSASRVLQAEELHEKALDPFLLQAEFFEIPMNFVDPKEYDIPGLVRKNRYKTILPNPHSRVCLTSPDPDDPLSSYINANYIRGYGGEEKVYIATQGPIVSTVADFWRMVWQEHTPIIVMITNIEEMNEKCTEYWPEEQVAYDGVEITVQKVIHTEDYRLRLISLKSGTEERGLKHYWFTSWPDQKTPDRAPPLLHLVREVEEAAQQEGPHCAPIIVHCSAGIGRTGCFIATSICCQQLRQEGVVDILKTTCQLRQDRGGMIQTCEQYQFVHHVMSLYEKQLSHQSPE
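Test system: STEP tyrosine phosphatase / Reagent: OMFP at 25 µM / Doses: 20 µM, 1% DMSO / Read-out: percent inhibition scaled to no-enzyme and uninhibited-enzyme controls, plate-pattern corrected / Detection: FITC-channel fluorescence of OMFP product / Medium: Bis-Tris buffer pH 6.0, 2.5 mM DTT, 0.005% Tween 20 / Schedule: 20 min at room temperature, dark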
LMPTP inh – LMPTP (human) inhibition | P24666 | recombinant LMPTP-A, OMFP fluorogenic substrate, fluorescence intensity | inhibition, % at 20 µM | actives 0.22% (n = 360,000) | AID 651560;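 active = compounds that cut the enzyme signal by at least half of the control window in the single-dose screen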;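 note: plate controls were DMSO wells with enzyme plus substrate for no effect and substrate without enzyme for full effect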
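Assay system: LMPTP-A enzyme. Input: 0.625 nM LMPTP-A final. Probe or stimulus: 400 µM OMFP. Compound dosing: single 20 µM dose. Schedule: 50 min dark incubation at room temperature. Detection: fluorescence intensity of OMFP turnover product. Read-out: percent inhibition versus substrate-only and uninhibited controls. Benchmarks: no-enzyme low control, uninhibited high control.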
Rpn11 inh – Rpn11 (human) deubiquitinase inhibition; actives 0.59% (n = 360,000); human 26S proteasome, Ub4-pepOG fluorescence polarization; 20S core pre-blocked with epoxomicin; calls only at 20 µM;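 active = inhibition at 20 µM, scaled to each plate's controls, above about 33%, limit read from the data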
Target sequence (O00487 whole entry, looked up): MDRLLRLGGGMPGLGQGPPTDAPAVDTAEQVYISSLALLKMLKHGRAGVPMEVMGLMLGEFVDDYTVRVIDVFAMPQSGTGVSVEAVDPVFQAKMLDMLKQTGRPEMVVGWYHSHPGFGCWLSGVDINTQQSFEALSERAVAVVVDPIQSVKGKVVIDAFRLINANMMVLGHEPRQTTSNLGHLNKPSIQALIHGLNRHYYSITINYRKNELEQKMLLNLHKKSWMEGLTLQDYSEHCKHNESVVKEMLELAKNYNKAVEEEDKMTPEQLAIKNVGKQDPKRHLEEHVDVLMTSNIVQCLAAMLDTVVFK
DNMT1 inh – DNMT1 (human) enzyme inhibition; actives 0.83% (n = 360,000); P26358; inhibition (reported as % activation of signal), % at 10 µM; DNMT1 molecular beacon, Hinp1I cleavage, fluorescence; in the data active = inhibition above about 50%
SUMO1-SIM PPI – SUMO1-SIM interaction modulation. P63165. SUMO1 binding to a labelled peptide, TR-FRET, 1 h. inhibition, % at 20 µM. actives 0.33% (n = 360,000). AID 602429; in the data active = inhibition above about 37%
MT1-MMP act inh – inhibitors of human MT1-MMP activation; AID 651647; GFP/RFP ratio change, % at 20 µM; HT1080 RFP-PRO-GFP cells, GFP/RFP ratio fluorescence, overnight; percent of plate control window, DMSO zero; P50281; actives 0.061% (n = 360,000);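 active = GFP/RFP ratio change of at least 30% with cell ATP level not reduced by more than half and red fluorescence within 50% of control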; note: strong numbers were not always called active
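Assay system: HT1080 RFP-PRO-GFP cells. Benchmarks: DMSO vehicle wells and RFP-L50D-GFP reporter cell wells. Times: overnight cell settling, then overnight compound exposure, 37 °C, 5% CO2. Compound: 20 µM single dose, 1% DMSO. Read-out basis: GFP/RFP fluorescence ratio.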
NadD block – NadD (S. aureus) enzyme inhibition; actives 0.78% (n = 360,000); purified NadD enzyme, colorimetric absorbance read-out; inhibition, % at 20 µM; in the data active = inhibition above about 26%; note: some compounds past the cut are filed as inactive
NRP1-CendR mod – alters CendR peptide binding to human NRP-1; O14786; FAM-RPARPAR peptide binding to NRP-1, fluorescence polarization; inhibition, % at 25 µM; actives 0.85% (n = 360,000);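 active = inhibition or corrected inhibition above about 18%, plus a signal ratio from 0.5 to 1.5, limit read from the data, passing the limit was not always enough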; note: strong numbers were not always called active
* hit, by the source's call; i = inactive; / = not tested or not shown; + = active, no number.

SMILES | Scp-1 inhibitor | SKN-1 inh | STEP block | LMPTP inh | Rpn11 inh | DNMT1 inh | SUMO1-SIM PPI | MT1-MMP act inh | NadD block | NRP1-CendR mod
COc1cc(OC)c(NC(=O)c2ccoc2C)cc1Cl | -9 | -6 | -2 | -1.6 | i | -4 | 2 | -1 | -3 | -3
CCOC(=O)c1cc2c(ccc3ccccc32)oc1=O | -3 | 7 | -3 | 0.2 | i | 3 | -9 | 5 | -2 | -4
O=C(NC(Cc1ccccc1)C(=O)O)/C(=C/c1ccc([N+](=O)[O-])cc1)NC(=O)c1ccccc1Br (stereo not given) | -3 | -1 | -3 | -1.5 | i | 0 | -3 | 0 | 1 | -6
Cc1ccc(OCC(=O)Nc2cccc(S(=O)(=O)N3CCOCC3)c2)c([N+](=O)[O-])n1 | -9 | 4 | 1 | 0.7 | i | -3 | -15 | 2 | -4 | 10
CC(=O)Nc1ccc(S(=O)(=O)NCc2cn3c(C)csc3n2)cc1 | -5 | 2 | -2 | -0.7 | i | 1 | 0 | 1 | -2 | -3
CCc1ccc(OCC(=O)Nc2ccc(-c3cc4ccccc4oc3=O)c(OC)c2)cc1 | -24 | 6 | 4 | 4.2 | i | -9 | 11 | 0 | -9 | 2
c1ccc(-c2nnc(SCc3nnc(-c4cccs4)o3)o2)cc1 | 1 | -9 | -2 | 1.8 | i | 0 | -2 | 3 | -7 | -1
COc1ccc(S(=O)(=O)N2CCCCCC2)cc1C(=O)OCC(=O)NC1CCS(=O)(=O)C1 (stereo not given) | -5 | 7 | 0 | -1.2 | i | 4 | 3 | -6 | 4 | 5
O=[N+]([O-])c1ccc(CN2CCN(c3nc4ccccc4s3)CC2)cc1 | 3 | -8 | -2 | 2.3 | i | -4 | 2 | -1 | -5 | 5
COc1ccc(N2CCN(C(=O)CNC(=O)c3nn(-c4ccc(OC)cc4)c(=O)c4ccccc34)CC2)cc1 | -1 | -3 | 2 | 2.3 | i | -3 | -16 | -5 | 1 | -4
COc1ccc(C(=O)NNC(=O)c2cccc(F)c2)cc1 | -7 | -1 | 3 | -0.7 | i | 1 | -1 | 1 | -4 | 14
CC(C)CN(C(=O)COC(=O)c1ccc(Br)o1)c1c(N)n(Cc2ccccc2)c(=O)[nH]c1=O | -4 | -3 | 1 | -0.7 | i | 1 | -2 | 1 | 5 | 3
Cc1cc(C)cc(NC(=O)C2CCCN(S(=O)(=O)c3ccc4[nH]c(=O)ccc4c3)C2)c1 (stereo not given) | -12 | 12 | -1 | 1.1 | i | 0 | 0 | -6 | 8 | -7
COc1ccc(CN2CCN(S(=O)(=O)c3ccccc3)CC2)cc1Br | -10 | -5 | 1 | -0.5 | i | 0 | -4 | 3 | 0 | 0
COC(=O)CN(c1nc(C)cc(OC)n1)S(=O)(=O)c1ccc(C)cc1 | -6 | -18 | -3 | 0.3 | i | 3 | -4 | -2 | 6 | 8
O=[N+]([O-])c1cc(C(F)(F)F)ccc1NCCc1c[nH]c2ccc(O)cc12 | -1 | 8 | 2 | 3.2 | i | -10 | -19 | 22 | -2 | -15
COc1ccc(N2CCN(C(c3cccs3)C(C)NS(C)(=O)=O)CC2)cc1 (stereo not given) | -6 | 7 | 1 | -0.2 | i | -1 | -2 | 1 | 3 | 3
CC(CNC(=O)COC(=O)c1ccco1)c1ccccc1 (stereo not given) | 0 | -12 | 0 | -1.0 | i | 4 | 4 | -1 | -5 | -4
Cc1nnsc1C(=O)NC1CCCc2c1cnn2-c1ccc(F)cc1F (stereo not given) | -6 | 12 | -2 | 0.1 | + | -3 | -1 | -4 | -4 | -20
COC(=O)/C=C1/SC(=NC(=O)c2ccc(F)cc2)NC1=O | -2 | 15 | 0 | -0.5 | i | 4 | 6 | 0 | 2 | -7
Cc1nn(CC#N)c(=O)n1-c1ccc(F)cc1 | -6 | 25 | -2 | 0.9 | i | 4 | 1 | -1 | -1 | 3
Cc1nc2ncnn2c(C)c1CCC(=O)N1CCN(c2ccccn2)CC1 | -7 | -13 | 2 | 0.1 | i | 2 | 2 | 3 | -3 | -6
Nc1cc(=O)[nH]c(SCc2nc3ccccc3n2Cc2ccccc2)n1 | 0 | -4 | 4 | 1.6 | i | 1 | -2 | -2 | 1 | -1
Cc1ccc(C(=O)c2c3ccc(C(F)(F)F)cc3[n+]([O-])n2CCCN)cc1 | 6 | -16 | 0 | -7.8 | i | 1 | -31 | 0 | 0 | 9
CCN(CC(=O)Nc1c(F)cccc1F)C(=O)CCc1nc2ccccc2c(=O)[nH]1 | -1 | -4 | -2 | 0.8 | i | 0 | -1 | -3 | -2 | -6

Entries of single compounds as entered above:
CC(CNC(=O)COC(=O)c1ccco1)c1ccccc1 (stereo not given) across the screens: Scp-1 inhibitor: 0; SKN-1 inh: -12; STEP block: 0; LMPTP inh: -1.0; Rpn11 inh: i; DNMT1 inh: 4; SUMO1-SIM PPI: 4; MT1-MMP act inh: -1; NadD block: -5; NRP1-CendR mod: -4
Cc1ccc(C(=O)c2c3ccc(C(F)(F)F)cc3[n+]([O-])n2CCCN)cc1 across the screens: Scp-1 inhibitor: 6; SKN-1 inh: -16; STEP block: 0; LMPTP inh: -7.8; Rpn11 inh: i; DNMT1 inh: 1; SUMO1-SIM PPI: -31; MT1-MMP act inh: 0; NadD block: 0; NRP1-CendR mod: 9
COc1ccc(C(=O)NNC(=O)c2cccc(F)c2)cc1 across the screens: Scp-1 inhibitor: -7; SKN-1 inh: -1; STEP block: 3; LMPTP inh: -0.7; Rpn11 inh: i; DNMT1 inh: 1; SUMO1-SIM PPI: -1; MT1-MMP act inh: 1; NadD block: -4; NRP1-CendR mod: 14

Nothing new here: an excerpt of the list.
SMILES | Scp-1 inhibitor | SKN-1 inh | STEP block | LMPTP inh | Rpn11 inh | DNMT1 inh | SUMO1-SIM PPI | MT1-MMP act inh | NadD block | NRP1-CendR mod
COC(=O)/C=C1/SC(=NC(=O)c2ccc(F)cc2)NC1=O | -2 | 15 | 0 | -0.5 | i | 4 | 6 | 0 | 2 | -7
Cc1nn(CC#N)c(=O)n1-c1ccc(F)cc1 | -6 | 25 | -2 | 0.9 | i | 4 | 1 | -1 | -1 | 3

(further entries)
SMILES | Scp-1 inhibitor | SKN-1 inh | STEP block | LMPTP inh | Rpn11 inh | DNMT1 inh | SUMO1-SIM PPI | MT1-MMP act inh | NadD block | NRP1-CendR mod
Cc1ccc(N2CC(C(=O)NCCN3CCOCC3)CC2=O)cc1C (stereo not given) | -10 | 14 | -1 | -1.2 | i | 3 | 5 | 4 | -3 | 6
Clc1ccc2nc(CSc3nnc4ccccn34)cn2c1 | -2 | 2 | -5 | -1.0 | i | 2 | 0 | 2 | 2 | 3
C[C@H]1COC(=O)[C@H](Cc2ccc(F)cc2)CC/C=C/C[C@@H](CC(=O)N(CCO)Cc2ccccc2)C(=O)N1 | -8 | 5 | 2 | 0.4 | i | 6 | 7 | -2 | 0 | -8
Cc1nc2ncnn2c(N2CCCC(C(=O)Nc3ccccc3Br)C2)c1C (stereo not given) | 0 | 0 | 2 | -1.5 | i | -2 | -2 | 1 | -4 | -4
Cc1ccc(C2C=CC(C#N)=CN2Cc2ccccc2)cc1 (stereo not given) | / | 7 | 1 | 1.6 | i | -5 | -13 | -3 | 11 | -24
Cc1ccc(C(=O)N=c2sccn2C)cc1S(=O)(=O)N1CCOCC1 | 10 | 13 | -9 | -1.0 | + | 0 | 6 | 1 | -1 | 9
CCOc1ccccc1C(=O)Nc1nnc(SCC(=O)Nc2cc(C)on2)s1 | -3 | -5 | 0 | -0.4 | i | 41 | -1 | 0 | 6 | -7
CC(C)(C)c1ccc(NS(=O)(=O)c2ccc(N)cc2)cc1 | 4 | -1 | -4 | -1.0 | i | 0 | 6 | 4 | -1 | -4
Cc1ccccc1C(C(=O)NC1CCCCC1)N(C(=O)c1ccccn1)c1cccnc1 (stereo not given) | -4 | -24 | -2 | -0.8 | i | 0 | 4 | 1 | -4 | -7
COc1ccc(C2=NO[C@@H]3C(=O)N(Cc4ccccc4)C(=O)[C@H]23)c(OC)c1 | -15 | 4 | 0 | -0.3 | i | -4 | 5 | 0 | 1 | 8
CC1Cc2ccccc2N1Cc1nc2scc(-c3cccs3)c2c(=O)[nH]1 (stereo not given) | -13 | 15 | -3 | 3.4 | i | -11 | 9 | 3 | 46* | -10
COc1cc2c(C(=O)NC3CCCCCC3)cn(C)c(=O)c2cc1OC | -11 | 3 | -22 | 1.7 | i | 0 | -1 | 0 | 2 | -2
O=C(CSc1ncn[nH]1)NCCCc1ccccc1 | -1 | 5 | -4 | -1.1 | i | 5 | 1 | 2 | -1 | -4
Cc1cccc(-n2c(C)n[nH]c2=S)c1 | 10 | 0 | 2 | -4.3 | i | 3 | 2 | 5 | 3 | 6
COc1ccc(CCN2C(=O)COc3ccccc3C2C(=O)Nc2ccc3c(c2)OCCO3)cc1OC (stereo not given) | / | -10 | / | -0.3 | / | / | -4 | 5 | 0 | -3
OC(CNCc1ccco1)Cn1c2ccc(Br)cc2c2cc(Br)ccc21 (stereo not given) | 10 | 3 | 12 | 5.0 | i | -17 | 22 | -23 | 13 | 2
COc1ccccc1Cn1nnc2c(=O)[nH]c(C3CCN(C(=O)c4ccc(F)cc4)CC3)nc21 | 1 | 15 | -1 | -0.7 | i | 4 | 2 | 2 | 5 | -5
C[C@@H]1CN([C@@H](C)CO)C(=O)c2cc(N(C)C)ccc2O[C@@H]1CN(C)Cc1ccncc1 | -3 | -5 | 0 | -1.9 | i | -1 | -3 | -6 | -1 | 8
CC1CCN(c2oc(Cc3cccc4ccccc34)nc2C#N)CC1 | -21 | 8 | -3 | 3.1 | i | 0 | 0 | 6 | -6 | 14
CC(Sc1n[nH]c(-c2cccs2)n1)C(=O)Nc1ccccc1F (stereo not given) | -4 | -6 | 2 | -0.4 | i | -4 | 6 | -2 | -3 | 12
Cc1ccc(CNC(=O)CCC2CCCN(Cc3cccc4c3OCO4)C2)o1 (stereo not given) | -15 | -10 | -2 | 2.0 | i | -2 | -3 | -13 | -8 | -16

Not a hit list; about 3.9% have a hit in one of these screens.
